UTI89 phage lysis: inhibition of K1F phage lysis, E. coli UTI89, bacterial capsule biogenesis inhibitors, alamar blue (AID 488966); E. coli UTI89 K1F phage lysis, alamar blue, 2 h; higher % means a stronger effect; 340,000 compounds, 0.02% hits; inhibition, % at 100 µM, or IC50 in µM where a hit was titrated;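 active = phage lysis inhibition, versus mean bacterial control, above a set limit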;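 also: capsule biogenesis inhibitors block K1F phage lysis so surviving cells raise fluorescence; higher fluorescence means more inhibition of phage lysis; actives were called in the ten point dose series up to 300 µM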
Lipid droplet: inhibitors of hepatocyte lipid droplet formation, primary screen, imaging, high-throughput imaging, BODIPY stain. inhibition, % at 6.5 µM. AML12 mouse hepatocytes, oleate lipid droplets. 240,000 compounds, 0.4% hits. AID 1656, 2009;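 active = lipid droplet intensity inhibited by at least 50%, with more than 500 cells counted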
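material = mouse AML12 hepatocyte cell line, fixed after treatment | also added = 100 µM oleic acid challenge | doses = compound at 6.5 µM only | schedule = overnight exposure | technique = Image-based BODIPY and DAPI two-channel analysis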
SIAH1 antagonists: Siah-1 peptide-binding antagonists, primary screen, biochemical, fluorescence polarization, rhodamine-plectin, uHTS (AID 1817); E3 ubiquitin-protein ligase SIAH1 (Homo sapiens); Siah-1 / rhodamine-plectin peptide fluorescence polarization; higher % means a stronger effect; 290,000 compounds, 0.02% hits; displacement, % at 20 µM, or IC50 in µM where a hit was titrated;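 active = displacement of at least 50% at 20 µM, with a fluorescence ratio check between 0.3 and a set limit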;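 also: plate controls were Siah plus tracer with DMSO for no effect and tracer alone without Siah for full effect; strong numbers were not always called active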
Lipid droplet cells 6.5 µM: recorded beside Lipid droplet, whose call it bears; cell count; measured here: cell count, cytotoxicity flag;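 cells counted across two imaged fields per well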
Numbers without * were called inactive; & = joins results of further samples; [ ] = dose if it differs, or a comment. Only part of the results is shown; count on the stated rates, not on these rows.

SMILES	UTI89 phage lysis	Lipid droplet	Lipid droplet cells 6.5 µM	SIAH1 antagonists
Cc1ccc(S(=O)(=O)Nc2cc(C)on2)cc1	0.5%	2.6	863	-0.4%
FC(F)(F)c1ccccc1/C=N/n1c(COc2ccccc2)n[nH]c1=S	-2.1%[50 µM]	-5.0	820	-2.3%
CC(=O)O[C@]1(C(C)=O)CCC2C3CCC4=C/C(=N/OCC(=O)O)CC[C@]4(C)C3CC[C@@]21C (stereo not given in full)	3.2%[50 µM]	-6.5	809	-7.7%
O=C(c1ccncc1)N1CCCC(N2CCN(c3cccc(C(F)(F)F)c3)CC2)C1 (stereo not given)	0.1%[50 µM]	22.7	716	3.5%
Cc1cc(Br)ccc1N=C1C(=O)Nc2ccccc21	1.6%	-1.3	828	2.0%
CCN(CC)S(=O)(=O)c1cccc(NC(=O)COC(=O)CNC(=O)c2cccc(F)c2)c1	0.2%	0.9	697	7.7%
CCOc1ccc(CCNC(=O)c2ccc(C)c(NC3=NC4CS(=O)(=O)CC4S3)c2)cc1 (stereo not given)	0.2%	4.6	689	11.2%
O=C(O)C1(Cc2nc3ccccc3[nH]2)CCCC1	0.3%	2.0	803	4.2%
NC(=O)c1c(NC(=O)c2ccccc2F)sc2c1CCCC2	-0.1%	9.3	813	1.1%
CN(Cc1ccccc1)C(=O)CN(c1ccccc1Cl)S(C)(=O)=O	-0.7%	-14.9	762	2.5%
COc1ccc(NS(=O)(=O)c2ccc3ccccc3c2)c2ncccc12	-0.7%	-6.2	824	-9.1%
Cc1ccc2oc(=O)c3cc(C(=O)NCCCN4C(C)CCCC4C)sc3c2c1 (stereo not given)	-0.1%	-0.1	646	-1.3%
O=C(O)c1cc([N+](=O)[O-])ccc1C(=O)Nc1cccc([N+](=O)[O-])c1	1.0%	2.6	774	10.9%
CC(C)Oc1cccc(C(=O)C2CCCN(C(=O)c3cc(C4CC4)[nH]n3)C2)c1 (stereo not given)	0.0%	-3.4	680	4.1%
O=C(Nc1ccccc1C(=O)N1CCCCC1)c1ccco1	0.4%	-10.8	798	-7.6%
OCCNCCO	4.5%	-1.5	807	0.1%
O=C(N/C(=C\c1ccccc1)C(=O)N1CCOCC1)c1ccccc1Cl	0.1%	-1.8	805	1.0%
Cn1c(C(=O)NN)cc2cc(Oc3ccccc3)ccc21	-0.6%	-4.7	796	0.4%
O=C(O)CN1c2cccc3cccc(c23)S1(=O)=O	0.0%	-31.8	747	-6.5%
OCC[C@@H]1C[C@@H](O)[C@H](O)[C@]2(OCCc3ccccc32)O1	0.2%	14.1	785	16.5%
O=C(CN(CC1CCCO1)C(=O)CNS(=O)(=O)c1ccc(Cl)cc1)NC1CCCC1 (stereo not given)	0.2%	-11.6	825	-2.3%
CC(=O)N1CCOc2ccc(S(=O)(=O)NCC3CCC(C(=O)Nc4ccc(C)cn4)CC3)cc21 (stereo not given)	0.3%	12.7	664	0.7%
Cc1ccccc1N(C(=O)c1snc(C(N)=O)c1N)C(C(=O)NC1CCCC1)c1ccco1 (stereo not given)	-0.1%	-21.1	741	-4.8%
O=C(c1ccc([N+](=O)[O-])cc1)N(Cc1cccs1)C1CCS(=O)(=O)C1 (stereo not given)	0.8%	-1.2	860	-0.7%
O=C(CNS(=O)(=O)c1ccccc1)OCC(=O)c1ccccc1Cl	2.5%	-7.9	823	-7.6%
CCCc1ccc(OCC(O)CN2CCc3ccccc3C2)cc1 (stereo not given)	-1.7%	-3.8	825	3.7%
CCc1cc(=O)oc2c3c(cc(OCC(=O)NCCC(=O)O)c12)OC(C)(C)CC3	0.4%[50 µM]	1.8	724	1.6%
O=C(NCC(=O)N(c1ccccc1F)C(C(=O)NC1CCCC1)c1ccncc1)c1ccco1 (stereo not given)	0.2%	-3.1	838	2.1%
CCOC(=O)N1CCN(c2nc3ccc(C)cc3n3cnnc23)CC1	0.4%	-0.1	790	0.8%
COc1ccc(N2CCN(CCCNC(=O)CN3C(=O)COc4ccccc43)CC2)cc1	-0.2%	11.6	679	-4.4%
COc1cccc(NC(=O)COc2ccc(Br)c(C)c2)c1	-0.1%	0.2	812	-0.4%
CC1CCCCN1CCCNC(=O)Cn1ncc2c([nH]c3ccccc32)c1=O (stereo not given)	-0.2%	-9.7	793	-5.1%
COc1ccc(Cl)cc1Nc1nnc(-c2ccncc2)s1	0.3%	-0.8	422	22.3%
CC(C)(C)c1ccc(C(=O)N2CCC(C(=O)NC3CC3)CC2)cc1	0.0%	20.3	813	2.6%
COc1ccc(-c2csc(N3CCN(S(=O)(=O)c4ccc5c(c4)NC(=O)CO5)CC3)n2)cc1	0.9%	-5.2	690	-0.5%
O=C(NC1CCCCCC1)C1CCN(C(=O)c2ccc(Br)cc2)CC1	0.8%[50 µM]	0.9	662	10.8%
CCCc1cc(=O)oc2c(C)c(OCC(=O)NCc3ccccn3)ccc12	0.6%	-2.4	697	-1.3%
CCCOc1ccc(N/C=C/C(=O)c2cc(OC)c(OC)c(OC)c2)cc1	0.0%	-24.1	756	-2.5%
COc1ccc(OC)c(NC(=O)CCOc2cccc(C)c2)c1	-0.1%	-24.2	723	1.9%
O=C(CN(Cc1ccc(F)cc1)C(=O)CCC(=O)Nc1ccccn1)NCCc1ccccc1	0.3%	4.4	779	-1.7%
CC(=O)c1c(C)[nH]c(C(=O)NCc2ccccc2F)c1C	0.2%	-2.2	843	-4.2%
Cc1ccc(S(=O)(=O)N(C)C)cc1NC(=O)CN1C(=O)NC2(CCCCCC2)C1=O	1.0%[50 µM]	-1.4	833	0.5%
COc1cccc(CN(C)CC(=O)NCc2ccc(C)cc2)c1	0.2%	8.5	888	9.4%
O=C(CCCc1ccccc1)N1CCN(C2CCCCC2)CC1	-0.2%	-2.8	793	1.7%
CC(=O)N1CCN(c2ccccc2NC(=O)c2ccco2)CC1	1.4%[50 µM]	-6.5	882	-2.4%
CNC(=O)c1c(NC(=O)C2=COCCO2)sc2c1CCC(C)C2 (stereo not given)	0.6%[50 µM]	-5.8	693	-2.2%
CNS(=O)(=O)c1cn(CC(=O)N(C)Cc2ccccc2)cc1S(=O)(=O)NC	0.0%	24.1	774	0.6%
COc1ccc(Cc2nc3ccc(C(=O)N4CCCN(C=O)CC4)cc3o2)cc1	0.7%	-11.7	766	-0.1%
O=C(NC1CC1)C1CCN(c2nc3ccccc3s2)CC1	-0.2%	8.1	801	2.0%
CC1Nc2ccc(C(=O)NC3CCCCC3)cc2NC1=O (stereo not given)	0.1%	-18.5	728	2.8%
CCN(CC)CCN1C(=O)C2C(C(=O)Nc3cccc(SC)c3)C3C=CC2(O3)C1C(=O)NC1CCCC(C)C1C (stereo not given)	0.2%	-15.9	758	-1.4%
COc1ccc(Br)cc1CNC(=O)CCC(=O)N1CCSc2ccccc21	3.1%	-1.2	769	0.6%
O=C(c1ccc(Cl)c(NC2=NC3CS(=O)(=O)CC3S2)c1)N1CCN(c2ccc(F)cc2)CC1 (stereo not given)	0.1%	-6.9	700	1.1%
COCCNC(=O)CCN1N=C(c2ccccc2)CCC1=O	0.3%	-0.8	407	-1.1%
CSc1nc(Nc2ccc(Cl)cc2)c(C#N)c(=O)[nH]1	-0.1%	1.2	768	9.0%
CCOC(=O)N1CCC(NC(=O)c2ccc3c(c2)N=C(CC)c2cc(C)ccc2S3)CC1	0.0%	1.2	735	5.7%
Cc1ccc(OCC(=O)N2CCc3ccccc3C2)cc1	0.4%	6.0	836	-1.3%
O=C(CN(C(=O)CNC(=O)c1ccco1)c1cccc(F)c1)NC1CCCCC1	0.2%	0.3	782	11.6%
COc1cc(OC)cc(C(=O)Nc2ccc(NC(=O)c3ccco3)c(C)c2)c1	-0.1%	7.4	739	0.8%
CCc1ccc(-c2cc(C)no2)cc1S(=O)(=O)NC(C)Cc1ccco1 (stereo not given)	0.2%	-33.5	768	2.6%

Some of these compounds in order of SMILES length, largest number first:
SMILES	UTI89 phage lysis	Lipid droplet	Lipid droplet cells 6.5 µM	SIAH1 antagonists
CCOC(=O)N1CCC(NC(=O)c2ccc3c(c2)N=C(CC)c2cc(C)ccc2S3)CC1	0.0%	1.2	735	5.7%
COc1cc(OC)cc(C(=O)Nc2ccc(NC(=O)c3ccco3)c(C)c2)c1	-0.1%	7.4	739	0.8%
COCCNC(=O)CCN1N=C(c2ccccc2)CCC1=O	0.3%	-0.8	407	-1.1%

(list continues)
SMILES	UTI89 phage lysis	Lipid droplet	Lipid droplet cells 6.5 µM	SIAH1 antagonists
Cc1ccc(C(=O)N2CCC(C)CC2)cc1S(=O)(=O)N1CCCCC1	0.1%	-7.8	846	-2.6%
COc1ccc(N(C(=O)c2snc(C(N)=O)c2N)C(C(=O)NC2CCCC2)c2cccs2)c(OC)c1 (stereo not given)	0.5%	9.2	811	3.1%
CSc1ccccc1OCc1cc(C(=O)N(C)Cc2ccc3nsnc3c2)no1	0.2%	-8.1	871	1.8%
Cc1ccc(S(=O)(=O)c2nc(S(C)(=O)=O)sc2N2CC(C)OC(C)C2)cc1 (stereo not given)	0.8%[50 µM]	0.4	829	3.1%
Cc1ccc(S(=O)(=O)N2CCOC2CNC(=O)C(=O)NCc2ccc3c(c2)OCO3)cc1 (stereo not given)	0.5%	-0.1	811	0.7%
O=[N+]([O-])c1cccc(-c2ccc(CN3CCCCC3)o2)c1	0.7%	-7.9	793	-1.3%
O=S(=O)(NCCc1csc(-c2cccnc2)n1)c1cc(F)ccc1F	1.9%	-3.5	829	2.9%
CCC(C(=O)Nc1cccnc1)c1ccccc1 (stereo not given)	-0.5%	-1.7	831	-4.3%
COc1ccc(CCNc2c(C=O)c(=O)[nH]c3ccccc23)cc1OC	0.1%	0.7	841	-3.5%
CCOC(=O)C(=O)NCC(c1cccs1)S(=O)(=O)c1ccc(Cl)cc1 (stereo not given)	0.3%	-2.5	741	-6.1%
COC(=O)c1ccccc1CSc1nsc(C)c1C#N	0.1%	6.8	832	5.1%
Cc1ccc(C)c(CN2CCC(CNC(=O)Nc3cccc(Cl)c3C)CC2)c1	-0.8%[50 µM]	-9.6	829	-0.4%
CCc1ccc(OCC(=O)N2CC(C(N)=O)Oc3ccccc32)cc1 (stereo not given)	0.3%	-48.7	822	4.1%
COc1ccc(F)cc1S(=O)(=O)NCCN1CCOCC1	-1.0%	1.0	875	-3.1%
CCCCc1ccccc1NC(=S)NC1CCCC1	-0.1%	-42.1	796	-3.3%
CCCCC(=O)Nc1cccc(-c2ccc3nncn3n2)c1	0.5%	7.1	763	3.4%
CCN(C(=O)c1ccc2c(=O)n3c(nc2c1)CCCCC3)c1ccccc1C	0.0%	-3.9	685	12.6%
COc1ccccc1OCCCCN1CCCCC1	0.4%	-1.9	850	-3.1%
Cc1cc(C)nc(NS(=O)(=O)c2ccc(NC(=O)c3cc4c(=O)n5cccc(C)c5nc4n3C)cc2)n1	1.0%	-0.2	748	1.4%
O=C(CN1CCN(Cc2ccccc2)CC1)Nc1ccc(F)c(F)c1	-0.8%	0.9	851	6.1%
O=C(Cn1ncc2c3ccccc3n(Cc3ccccc3)c2c1=O)NC1CCCC1	0.0%	5.3	714	1.4%
Cc1c(OCC(=O)NCCCN2CCCC2=O)ccc2c3c(c(=O)oc12)CCCC3	-0.1%	3.6	743	0.4%
CCCCNC(=O)C1CCN(Cc2ccc(OCc3ccccc3)c(OC)c2)CC1	0.0%	-19.5	730	2.5%
O=C(c1cc(-c2cccc(Cl)c2)on1)N1CCN(c2ccc(F)cc2)CC1	0.3%	-10.1	783	-0.8%

Complete entries from above. Order of values: UTI89 phage lysis	Lipid droplet	Lipid droplet cells 6.5 µM	SIAH1 antagonists
COc1ccc(F)cc1S(=O)(=O)NCCN1CCOCC1 as listed: -1.0%	1.0	875	-3.1%
Cc1cc(C)nc(NS(=O)(=O)c2ccc(NC(=O)c3cc4c(=O)n5cccc(C)c5nc4n3C)cc2)n1 as listed: 1.0%	-0.2	748	1.4%

(list continues)
SMILES	UTI89 phage lysis	Lipid droplet	Lipid droplet cells 6.5 µM	SIAH1 antagonists
CC(=O)c1c(C)[nH]c(C(=O)NC2CCSc3ccccc32)c1C (stereo not given)	0.1%	2.1	694	-3.3%
COc1ccc(N(CC(=O)N/N=C(\C)c2ccccc2)S(=O)(=O)c2ccccc2)cc1	0.3%	-5.8	591	0.8%
COc1ccc(C(=O)CCC(=O)NCc2cc(OC)cc(OC)c2)cc1	4.5%	1.6	748	3.2%
Cc1ccc2c(CN3CCN(Cc4ccccc4)CC3)cc(=O)oc2c1C	-0.2%[50 µM]	0.0	807	-0.3%
Cc1ccc(N2C(=O)N3[C@H](c4ccc(F)cc4)[C@@H]4C(=O)N(C5CCCCC5)C(=O)[C@@H]4[C@]3(Cc3ccccc3)C2=O)cc1	4.0%	5.9	827	1.3%
CCN(CC)C(=O)c1ccc2c(=O)n(Cc3ccc4c(c3)OCO4)c(=S)[nH]c2c1	0.4%	-3.9	783	3.6%
Cc1c(O)cccc1C(=O)N[C@@H](CSc1ccccc1)[C@H](O)CN1C[C@H]2CCCC[C@H]2C[C@H]1C(=O)NC(C)(C)C	5.4%&6.5%	-9.0	807	-5.2%
O=C(CCN1C(=O)S/C(=C\c2ccc(F)cc2)C1=O)Nc1ccc(O)cc1C(=O)O	0.1%	11.3	678	2.9%

Screens from PubChem.
